High-throughput results as filed in PubChem BioAssay.
SENP8 block-1 – SENP8 protease inhibition; Q96LD8; purified SENP8, Z-RLRGG-aminoluciferin cleavage, luminescence; inhibition, % at 10 µM; hit rate 1.2% among 330,000; AID 2540; in the data active = inhibition above about 50%
Target sequence (Q96LD8 whole entry, looked up): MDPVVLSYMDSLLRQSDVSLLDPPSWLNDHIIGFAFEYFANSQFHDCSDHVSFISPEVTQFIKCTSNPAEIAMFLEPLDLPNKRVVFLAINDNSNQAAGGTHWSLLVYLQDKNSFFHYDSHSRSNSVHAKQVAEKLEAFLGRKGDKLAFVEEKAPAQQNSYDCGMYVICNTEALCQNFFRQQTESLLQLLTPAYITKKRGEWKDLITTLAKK
SENP6 inh – SENP6 protease inhibition; Q9GZR1; Recombinant SENP6 catalytic domain, aminoluciferin luminescence; inhibition, % at 10 µM; hit rate 1.8% among 330,000;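 active = inhibition above about 50% at the single tested dose, limit read from the data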;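 also: plate controls were DMSO wells with enzyme for no effect and DMSO wells lacking enzyme for full effect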
Target sequence (Q9GZR1 628-1112 limits assumed): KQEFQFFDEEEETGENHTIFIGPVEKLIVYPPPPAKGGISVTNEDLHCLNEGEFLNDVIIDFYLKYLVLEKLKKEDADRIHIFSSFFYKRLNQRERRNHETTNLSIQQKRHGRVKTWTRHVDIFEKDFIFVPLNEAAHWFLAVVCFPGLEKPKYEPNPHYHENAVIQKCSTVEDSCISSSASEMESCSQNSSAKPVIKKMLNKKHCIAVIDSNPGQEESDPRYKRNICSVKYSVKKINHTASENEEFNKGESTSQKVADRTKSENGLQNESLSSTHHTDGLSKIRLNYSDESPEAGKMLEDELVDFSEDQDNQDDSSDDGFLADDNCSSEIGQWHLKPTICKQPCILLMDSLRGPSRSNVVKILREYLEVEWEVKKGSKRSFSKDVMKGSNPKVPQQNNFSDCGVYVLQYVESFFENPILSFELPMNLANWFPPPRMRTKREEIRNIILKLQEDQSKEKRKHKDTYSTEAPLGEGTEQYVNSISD
SENP8 block-2 – SENP8 (human) protease inhibition. inhibition, % at 20 µM. AID 602440. Q96LD8. recombinant SENP8, Nedd8 substrate fluorescence. hit rate 0.64% among 360,000; in the data active = inhibition mostly above about 40%, no sharp cut-off; inactive = mostly below about 27%
Apaf1 inhib – human Apaf-1 inhibition; reconstituted apoptosome caspase-3 activity, DEVD-Rh110 fluorescence; hit rate 0.71% among 330,000; AID 489030; O14727; inhibition, % at 20 µM; active = inhibition of at least 40% at 20 µM;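 also: plate controls were DMSO wells for no effect and DEVD-CHO caspase inhibitor wells for full effect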
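System: reconstituted apoptosome with Apaf-1, cytochrome c, caspase-9, procaspase-3, dATP; Signal: Rh110 fluorescence intensity; Schedule: 30 min compound preincubation, 50 min activation, room temperature; Reagent: cytochrome c trigger plus (Z-DEVD)2-Rh110 caspase-3 substrate.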
SENP7 block – blocks the human protease SENP7 | AID 434973 | hit rate 1.5% among 330,000 | inhibition, % at 5 µM | recombinant SENP7, Z-RLRGG-aminoluciferin luminescence, 40 min;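 active = inhibition above about 50% at the single test dose, limit read from the data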;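 also: plate controls were DMSO with enzyme for no effect and no enzyme buffer wells for full effect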
PfGluPho inh – PfG6PD (Plasmodium falciparum) enzyme inhibition. PfGluPho enzyme, NADPH resazurin-diaphorase fluorescence. inhibition, % at 20 µM. hit rate 0.78% among 350,000;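 active = inhibition reaching at least a set limit at 20 µM in the primary screen, cut at about 59% in these data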;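 also: 0% = DMSO wells with substrate and 100% = DMSO wells lacking glucose-6-phosphate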
HKDC1 inh – HKDC1 (human) hexokinase inhibition | recombinant HKDC1, G6PDH/diaphorase resazurin coupled fluorescence | hit rate 0.16% among 340,000 | inhibition, % at 20 µM | Q2TB90;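 active = inhibition above about 35% when tested at 20 µM, limit read from the data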;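 also: plate controls were DMSO wells with enzyme for no effect and DMSO wells lacking enzyme for full effect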
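Test system: HK5 enzyme. Quantity: 5 µg/mL HK5 final. Reagent: glucose and ATP substrates. Schedule: 90 min reaction incubation at room temperature, dark. Technique: resazurin-to-resorufin fluorescence via G6PDH and diaphorase coupling, 525/613 nm. Control set: DMSO wells with and without enzyme mix.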
SENP1 FRET inh – blocks the human SENP1 SUMO protease catalytic domain | recombinant SENP1 catalytic domain, CyPet-SUMO1-YPet FRET cleavage | inhibition, % at 10 µM | hit rate 0.21% among 360,000;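 active = inhibition at least 30% at 10 µM, raw YFP signal under a set limit, fluorescence ratio 0.5 to 1.5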;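 also: 0% = enzyme with DMSO and 100% = no enzyme wells; some results filed as inactive read as strong as hits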
Target sequence (Q9P0U3 419-644 limits assumed): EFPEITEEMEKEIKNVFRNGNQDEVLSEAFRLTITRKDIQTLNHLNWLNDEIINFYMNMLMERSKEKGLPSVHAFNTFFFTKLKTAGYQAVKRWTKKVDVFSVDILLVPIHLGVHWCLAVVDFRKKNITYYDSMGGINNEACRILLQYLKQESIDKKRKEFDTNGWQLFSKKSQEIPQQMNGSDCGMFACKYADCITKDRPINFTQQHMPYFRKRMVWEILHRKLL
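Controls: no-enzyme wells low, DMSO-plus-enzyme wells high control. Test system: human recombinant His6-tagged SENP1 catalytic domain enzyme. Reagent: SFCypet-SUMO1-SFYpet FRET protein substrate, 25 nM final. Doses: one dose per compound, 10 µM, 0.5% DMSO. Detection: FRET, CFP and YFP emission. Timing: 50 min reaction at room temperature.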
Starred values were filed as active, the others as inactive; i = inactive; / = no result given.

SMILES	SENP8 block-1	SENP6 inh	SENP8 block-2	Apaf1 inhib	SENP7 block	PfGluPho inh	HKDC1 inh	SENP1 FRET inh
Cc1ccnc2nc(C(=O)OCC(=O)c3ccc(NC(=O)CC(C)C)cc3)nn12	11	18	-13	-11	-3	1	-8	-3
COc1ccc(C(=O)c2cc(C(C)=O)c(Nc3ccccc3)s2)cc1	-7	16	-344	27	-10	8	-3	-125
O=C(Cc1n[nH]c(=O)[nH]c1=O)N/N=C/c1ccccc1O	0	-4	5	-30	5	-24	-12	1
O=C(c1nc2nc(-c3ccccc3)cc(C(F)(F)F)n2n1)N1CCCCC1	8	-19	-72	-7	5	-2	-9	2
COc1ccc(NC(=O)CSc2nnc(NC(=O)C3CCC3)s2)c(OC)c1	6	1	4	3	7	2	6	3
O=C(Nc1ccc(F)cc1F)C1(c2cccs2)CCOCC1	-3	0	9	-18	-6	6	-11	4
CC1(C)OC(=O)N2CCc3ccccc3C21C (stereo unspecified)	2	-4	16	-6	-4	3	1	1
CC(C)NCC(O)COc1c(F)cc(Br)cc1F (stereo unspecified)	-5	-18	22	0	-2	-12	1	-2
O=c1[nH]c(CN2CCN(Cc3ccccc3)CC2)nc2scc(-c3ccccc3)c12	3	-15	-32	-10	6	-18	-1	-8
O=C(/C=N/O)Nc1ccc2sc3ccccc3c2c1	-22	-14	-6	2	6	55	3	-1
Cc1ccc(OCCC(=O)OCC(=O)Nc2cc(S(=O)(=O)N(C)C)ccc2C)cc1	-10	-14	6	4	2	0	7	0
COC(=O)c1c(NC(=O)CN2C(=O)C(=O)N(CC(C)C)C2=O)sc(C)c1C	-18	-19	0	21	9	-11	-3	0
CC(O)CCC(=O)NNC1=CC(=O)CC(C)(C)C1 (stereo unspecified)	-5	-4	/	-20	-3	/	/	/
CC1CCC(NC(=O)c2cc3c(=O)n(C)c4ccccc4c3n2C)CC1 (stereo unspecified)	-2	-14	-22	7	1	34	4	2
CCN1CCN(c2ccc([N+](=O)[O-])cc2S(=O)(=O)N2CCOCC2)CC1	5	8	13	-4	-2	3	-5	1
CCC(=O)Nc1c(C)n[nH]c1C	-11	-1	8	-1	-1	-3	-11	3
Nc1ccc(SCc2nc3cccc4c3n2CCC4)cc1	-11	-9	14	9	-4	2	-7	1
Cc1cc(NC(=O)c2cc(-c3ccco3)on2)n(-c2ccccc2)n1	-1	6	-17	-19	6	-5	0	-4
CC1CN(c2ccc([N+](=O)[O-])c(NCCOc3ccccc3)c2)CC(C)N1 (stereo unspecified)	1	-15	38*	22	1	-2	1	1
Cc1nc2nc(SCC(=O)NCCN3CCOCC3)nn2c(C)c1Cc1ccccc1	-4	-10	16	-1	1	-1	5	1
CC(=O)Oc1ccc(-c2nc3ccccc3c(=O)o2)cc1	-18	34	-10	9	10	37	1	0
COc1ccc(Cc2nnc(-c3ccc(F)cc3)o2)cc1OC	2	-3	-10	8	3	-13	3	1
Cc1ccc(OCc2nnc(NC(=O)Cc3cccs3)s2)cc1	7	-2	/	3	5	/	/	/
CCOC(=O)c1nc(NNC(C)=O)sc1C	-2	-7	16	-12	-3	-13	-2	2
COc1ccc(CCN(C)C(=O)c2cccc(S(=O)(=O)NCc3ccccc3)c2)cc1OC	-4	-2	4	57*	-10	3	-5	0
O=C(c1c[nH]c2ccc(F)cc2c1=O)N1CCCCCC1	5	-34	-4	-6	6	-9	-11	-1
Cc1cc(Cl)ccc1NC(=S)NCc1cccs1	-2	-12	12	-3	1	-1	-3	-1
Cn1c(=O)c2cnc(-c3ccc(C(F)(F)F)cc3)nc2n(C)c1=O	-4	-4	7	-17	7	12	8	0
O=C(C1=C(O)C(=O)N(CCOCCO)C1c1cccc([N+](=O)[O-])c1)c1cccs1 (stereo unspecified)	-8	-12	31	1	-1	-16	-1	1
CCCC1C(=O)Nc2ccccc2N1C(=O)c1cccc(C)c1 (stereo unspecified)	14	-13	17	11	1	17	2	1
CC1(C)C=C(c2ccc(C(=O)O)s2)CC(C)(C)N1	3	6	-2	-9	6	5	-6	1
C=CCSc1nc(C)c(CC(=C)C)c(=O)[nH]1	5	2	12	4	6	15	-4	2
CSCCNC(=O)c1ccc(C(C)(C)C)cc1	9	32	24	-1	34	5	1	1
COc1cc(/C=N\NC(=O)c2ccccc2F)ccc1Oc1ccc([N+](=O)[O-])cn1	0	6	23	-12	3	-3	0	1
NC(=O)C1=C(N)c2ccccc2C1c1ccccc1 (stereo unspecified)	/	/	i	/	/	3	2	0
CC1CCCN(CCCNC(=O)C2CCC(CNS(=O)(=O)c3cccc4nsnc34)CC2)C1 (stereo unspecified)	11	-3	21	8	2	-2	-2	3
CCOc1ccc(NC(=S)NC(=O)/C=C/c2ccco2)cc1	8	3	15	8	1	1	-6	1
Cc1ccccc1N(C(=O)c1snc(C(N)=O)c1N)C(C(=O)NCC1CCCO1)c1ccc(N(C)C)cc1 (stereo unspecified)	2	-24	-231	12	4	10	8	-3
Nc1c(N=Nc2ccccc2F)c(=O)[nH]n1-c1ccccc1	55*	80*	33	15	77*	2	3	-2
Cc1csc(NC(=O)[C@@H]2CCCN2C(=O)c2cccs2)n1	-5	-3	13	0	6	-1	-11	0
COc1cc(/C=C/C(=O)O)cc(S(=O)(=O)N2CCCc3ccccc32)c1OC	-2	-1	17	-23	-5	6	-2	2
CC1CC2=C(NC(=S)NC2c2ccc(F)cc2)/C(=C/c2ccc(F)cc2)C1 (stereo unspecified)	-9	-6	13	30	-2	46	6	1
O=C(CSc1ccc(Br)cc1)NC1CCCCCC1	-13	-18	10	19	-5	-11	8	2
O=C(CC(=O)Nc1ccc(F)cc1)Nc1ccc(F)cc1	-3	-47	15	5	4	-9	-5	-1
CN(c1ccccc1)c1nc(N)c([N+](=O)[O-])c(NC2CCCCC2)n1	-2	-12	36	28	8	12	0	1
COCC(=O)N(CCc1ccc(OC)c(OC)c1)Cc1cc2cc(C)ccc2nc1Cl	12	13	1	-2	4	-6	16	0
Cc1ccc(O)c(NC(=O)c2ccccc2-c2ccccc2C(=O)O)c1	-1	3	4	4	-3	-22	-5	1
Cn1cccc1Cc1nnc(SCC(=O)Nc2ccc(F)cc2F)n1-c1ccc(F)cc1	-8	0	-8	7	-12	3	-2	0
CCc1cc(C(=O)N2CCCC(Nc3ccc(F)c(F)c3)C2)n(C)n1 (stereo unspecified)	8	-4	12	1	2	3	-2	3
O=C(c1cnn2c1NC(c1ccc(Br)cc1)CC2C(F)(F)F)N1CCN(C23CC4CC(CC(C4)C2)C3)CC1 (stereo unspecified)	0	-2	-5	28	5	19	8	0
O=C(CSc1nc2nc3c(cc2c(=O)n1-c1ccccc1)CCCC3)Nc1cccc2ccccc12	-2	-5	6	22	-9	9	1	-25
Cn1c(CNC(=O)CNS(=O)(=O)c2ccc(Cl)cc2)cc(=O)n(C)c1=O	-1	-7	6	6	9	-9	4	1
O=C(NCc1ccccc1)C1=C[C@H](c2coc3ccccc3c2=O)C[C@H](OCc2ccc(CO)cc2)O1	-9	-15	6	13	16	-3	-4	-1
Cn1ncc2c(NNC(=O)c3ccc(Cl)cc3Cl)ncnc21	-3	0	12	-2	-1	2	5	3
Cc1cccc(N(C(=O)Cc2cccs2)C(C(=O)NC2CCCC2)c2ccsc2)c1 (stereo unspecified)	/	/	11	/	/	-12	-1	4
O=C(O)C(Cc1ccccc1)N=Cc1c(O)c2ccccc2oc1=O (stereo unspecified)	-9	-11	7	8	-6	-1	-8	-1
Cc1ccc(NS(=O)(=O)c2cc(Br)cnc2N)cc1C	5	1	22	12	4	-10	9	1
CC(C)CC(NS(=O)(=O)c1ccc2[nH]c(=O)c(=O)[nH]c2c1)C(=O)O (stereo unspecified)	-10	-16	-80	2	-4	-15	-9	-10
COC(=O)c1ccc(CSc2nc3ccccc3c(=O)n2-c2ccccc2)o1	0	-26	15	17	-5	-8	-6	3
Cc1nc(N2CCN(C(c3ccccc3)c3ccccc3)CC2)[nH]c(=O)c1C	/	/	2	/	/	12	-2	2
Next part:
SMILES	SENP8 block-1	SENP6 inh	SENP8 block-2	Apaf1 inhib	SENP7 block	PfGluPho inh	HKDC1 inh	SENP1 FRET inh
Cc1c(NC(=O)C(C)Sc2n[nH]c(N)n2)c(=O)n(-c2ccccc2)n1C (stereo unspecified)	9	2	17	2	-3	-2	-3	0
Cn1cnc(S(=O)(=O)N2CCN(C(c3ccccc3)c3ccccc3)CC2)c1	-10	-10	18	7	-9	-14	-3	-1
COc1ccc(NC(=O)Nc2cccc3c2O[C@H](CN(C)S(=O)(=O)c2ccc(F)cc2)[C@@H](C)CN([C@H](C)CO)C3=O)cc1	2	6	6	15	3	3	0	1
COc1ccc(NC(=O)c2ccco2)cc1NC(=O)c1ccccc1	4	-32	9	-9	5	-16	1	0
CC12CC(NC(=O)N1Cc1ccccc1)c1ccccc1O2 (stereo unspecified)	-3	-4	20	-3	0	8	-2	0
O=C(CCc1nc2ccccc2c(=O)[nH]1)Nc1nnc(SCc2ccccc2)s1	13	-2	21	10	-2	0	6	-12
CCN(CC)S(=O)(=O)c1ccc(Cl)c(C(=O)Nc2cc(C)nn2-c2ccccc2C(F)(F)F)c1	4	-8	/	-1	6	/	/	/
COc1ccc(C(C)=O)cc1CN1CCCCC1	0	1	21	-6	-2	7	-1	-1
COc1cc2[nH]c(=O)n(Cc3ccc(C(=O)NCCCN4CCC(C)CC4)cc3)c(=O)c2cc1OC	-1	-4	-52	15	-7	-11	0	1
O=C(NCCc1ccc(F)cc1)c1cccc2c1C(=O)c1ccc(N3CCC(Cc4ccccc4)CC3)cc1S2(=O)=O	10	-5	-12	7	-3	7	-2	-22
Cc1cc(C)nc(-n2nc(C)c3c(C(=O)O)cc(-c4cccc(Br)c4)nc32)n1	5	0	-79	-15	7	-2	-5	-1
O=C(N1CCOCCOc2ccccc2OCCOCC1)C(F)(F)F	13	9	16	-1	-6	-4	-3	-1
O=C(NCc1ccco1)/C(=C/c1ccccc1F)NC(=O)c1ccccc1	-13	-20	11	8	-16	-22	2	3
Cc1ccc(/C=N/Nc2cc(C)nc(N3CCOCC3)n2)cc1	-13	-18	-3	5	4	11	4	1
